TSHR antagonist: human thyrotropin receptor antagonism. TSHR-expressing cells, TSH-stimulated cAMP HTRF, 2 h; active compounds read low. activity change, negative = inhibition, % at 11.5 µM. 0.2% of 330,000 active;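 active = activity change below a set negative limit, meaning inhibition stronger than a set level, cut at about -70% in these data; inconclusive = activity change between two set negative limits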; also: % is scaled to controls: 0 for no effect and ±100 for the full control effect
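Inhibition of cAMP made by TSHR-expressing cells under TSH stimulation (4nM final, EC80; 2 h, 37 deg C) is quantified with a one-step lysis HTRF kit, anti-cAMP cryptate versus cAMP-d2.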
Integrin act MD: activates integrin-mediated alleviation for muscular dystrophy; alpha7betagal myoblasts, beta-gal FDG fluorescence, 48 h; Potency, µM (series often up to 38.3 µM), for inactives: at the highest dose activation, hits mostly activators; AID 624291; 0.064% of 350,000 active;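 also: potency is read from the fitted curve at half-maximal effect; 100% = response of the positive control SU9516; nearly all actives have a fitted effect of over 60% in size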
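Alpha7betagal+/- myoblasts (passage 13) were plated 16-24 hr, then exposed to compounds (1:260 dilution of DMSO stock) for 48 hours at 37C. After MPER lysis, β-galactosidase reporter activity was read as FDG fluorescence (ex 480/em 540) after 30 minutes.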
Menin MLL FP TR: inhibitors of human menin-MLL interaction, mutant MLL peptide. O00255. Menin + Texas Red MLL mutant peptide, fluorescence polarization. Potency, µM (doses to about 61.6 µM), inactives show at the top dose FP activity change, negative = inhibition, actives largely listed as inhibitors. 0.23% of 270,000 active. AID 1768; active = well fitted inhibition curve with a large enough effect in the polarisation, with a control signal flat, not every such curve was filed as active; inconclusive = small, poorly fitted or top-dose-only effect, or effect the other way, or a change in a side signal; inactive = no such curve, though single readings can be large or run the other way; the % refers to the polarisation; also: potency is read from the fitted curve at half-maximal effect; % of control where 0% means no effect; many of its hits are not listed in these tables
A-T KAP1 phos: potential ataxia-telangiectasia treatment. 0.19% of 320,000 active. Potency, µM (titrated, usually from 57.5 µM), without a hit: at the highest dose activation, hits mostly activators. […] A-T fibroblasts, KAP-1 phosphorylation AlphaLISA; neocarzinostatin DNA damage 30 min before lysis. AID 485349; also: potency is read from the fitted curve at half-maximal effect; % of control where 0% means no effect; nearly all actives have a fitted effect of over 45% in size
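ATM-like activity read as KAP-1 phosphorylation via AlphaLISA donor/acceptor antibody pairs after lysis and 6 hr at 25C. Cells were ATM-null patient fibroblasts ([…], hTERT), dosed 60 min, then exposed to the DSB inducer NCS for 30 min.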
TCR activator: T cell receptor activation | primary human leukocytes, anti-CD3, IL-2 HTRF, 48 h | Potency, µM (doses to about 9.22 µM), for inactives: at the highest dose activation of IL-2 secretion, most hits filed as activators | 330,000 tested, under 10 active; also: % of control where 0% means no effect
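Primary human leukocytes incubated 48 hr with anti-CD3 beads plus compound, without co-stimulation. Secreted IL-2 measured by HTRF (europium cryptate/d2 anti-IL-2 pair, 320 nm excitation, 665 nm emission).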
MLL CXXC-DNA inh: blocks binding of human MLL CXXC domain to DNA. 0.037% of 290,000 active. MLL-CXXC / FITC-HOXA9 DNA fluorescence polarization. Potency, µM (titrated, usually from 115 µM), for inactives: at the highest dose activity change, negative = inhibition, usual class: inhibitors; active = well fitted inhibition curve with a large enough effect in the polarisation, with a control signal flat, not every such curve was filed as active; inconclusive = small, poorly fitted or top-dose-only effect, or effect the other way, or a change in a side signal; inactive = no such curve, though single readings can be large or run the other way; the % refers to the polarisation; also: potency is read from the fitted curve at half-maximal effect
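Purified MLL-CXXC (added from a 7 uM solution) was preincubated 5 min at ambient with pinned compounds in 50 mM Tris-HCl pH 7.5, 50 mM NaCl, 1 mM DTT, 0.05% BSA. Fluorescein-labeled HOX-A9 DNA (50 nM solution) followed, 30 min, then polarization read.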
S-ASM inh: human S-ASM enzyme inhibition; placental ASM, HMU-PC fluorogenic substrate, 60 min; AID 504937; 0.006% of 340,000 active; P17405; Potency, µM (doses to about 57.5 µM), inactives show at the top dose activity change, negative = inhibition, most hits filed as inhibitors; also: potency is read from the fitted curve at half-maximal effect
Target sequence (P17405 47-631 limits assumed): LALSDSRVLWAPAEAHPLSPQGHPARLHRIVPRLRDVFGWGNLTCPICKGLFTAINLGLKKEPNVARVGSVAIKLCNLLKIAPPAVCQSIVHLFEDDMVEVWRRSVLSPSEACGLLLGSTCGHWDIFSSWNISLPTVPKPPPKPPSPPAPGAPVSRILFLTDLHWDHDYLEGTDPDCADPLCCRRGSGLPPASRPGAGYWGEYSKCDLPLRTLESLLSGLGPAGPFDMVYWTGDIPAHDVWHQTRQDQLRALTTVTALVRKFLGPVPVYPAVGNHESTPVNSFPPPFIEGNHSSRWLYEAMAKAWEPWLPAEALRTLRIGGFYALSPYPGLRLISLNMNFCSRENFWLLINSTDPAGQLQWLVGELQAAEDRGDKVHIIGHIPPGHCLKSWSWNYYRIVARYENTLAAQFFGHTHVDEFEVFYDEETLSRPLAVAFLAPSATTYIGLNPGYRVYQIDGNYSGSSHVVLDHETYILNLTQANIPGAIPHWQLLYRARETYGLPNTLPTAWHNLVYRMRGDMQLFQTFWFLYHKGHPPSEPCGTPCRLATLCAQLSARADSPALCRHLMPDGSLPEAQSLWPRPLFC
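Steps: dispense placental human ASM, pin compound, wait 10 min at room temperature, add HMU-PC0 substrate at 9 uM final, incubate 60 min at 37 °C, add stop solution raising pH to 10, read fluorescence.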
PTAP TSG101 blk: blocks PTAP/TSG101 interaction to inhibit HIV-1 budding. Q99816. Fluorescence polarization, FITC-PTAP peptide / Tsg101 binding. Potency, µM (highest dose often 115 µM), inactives show at the highest dose activity change, negative = inhibition, actives largely listed as inhibitors. 340,000 tested, under 10 active. AID 493005; active = well fitted inhibition curve with a large enough effect in the main read-out, with a control signal flat, not every such curve was filed as active; inconclusive = small, poorly fitted or top-dose-only effect, or effect the other way, or a change in a side signal; inactive = no such curve, though single readings can be large or run the other way; also: potency is read from the fitted curve at half-maximal effect; % of control where 0% means no effect
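Compounds were pin-transferred onto Tsg101 binding domain (10 uM final) in HEPES pH 7.5 buffer, then FITC-PTAP peptide was added at 50 nM final. After 20 min at RT, polarization reported peptide displacement across a qHTS concentration series.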
MBNL1 CUG block: inhibitors of human MBNL1 binding to CUG repeat RNA; Q9NR56; TR-FRET MBNL1-His/biotin-(CUG)12 binding, 665/545 ratio; Potency, µM (highest dose often 57.5 µM), inactives show at the highest dose activity change, negative = inhibition, hits mostly inhibitors; 0.036% of 280,000 active; AID 2675; active = well fitted inhibition curve with a large enough effect in the signal ratio, with a control signal flat, not every such curve was filed as active; inconclusive = small, poorly fitted or top-dose-only effect, or effect the other way, or a change in a side signal; inactive = no such curve, though single readings can be large or run the other way; the % refers to the signal ratio; also: potency is read from the fitted curve at half-maximal effect; % is scaled to controls: 0 for no effect and ±100 for the full control effect
Target sequence (Q9NR56 whole entry, looked up): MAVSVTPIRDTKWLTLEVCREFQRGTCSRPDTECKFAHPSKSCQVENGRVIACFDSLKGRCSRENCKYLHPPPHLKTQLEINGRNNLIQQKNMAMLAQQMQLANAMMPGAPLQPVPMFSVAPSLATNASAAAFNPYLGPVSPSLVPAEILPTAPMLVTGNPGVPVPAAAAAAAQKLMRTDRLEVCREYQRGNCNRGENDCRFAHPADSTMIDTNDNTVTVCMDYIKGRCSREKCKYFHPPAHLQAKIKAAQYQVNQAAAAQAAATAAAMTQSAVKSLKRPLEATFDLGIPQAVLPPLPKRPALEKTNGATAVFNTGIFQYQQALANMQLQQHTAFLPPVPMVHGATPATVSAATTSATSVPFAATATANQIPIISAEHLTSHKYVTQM
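TR-FRET between His-tagged MBNL1 and biotin-(CUG)12 RNA, detected with Tb anti-His antibody (0.055 ng/ul) and streptavidin-XL665 (5 nM), 60 min at room temperature. Compounds titrated 92 nM to 58 uM; 665/545 nm ratio normalized to buffer and complex controls.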
Mito fusion act: blocks mitochondrial division or promotes mitochondrial fusion; Potency, µM (series often up to 46.1 µM), for the others: top-dose growth rescue (activation), hits mostly activators; S. cerevisiae fusion-defective mutant growth rescue, CellTiterGlo 48 h; 0.23% of 320,000 active;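 also: potency is read from the fitted curve at half-maximal effect; % of control where 0% means no effect; nearly all actives have a fitted effect of over 45% in size; temperature-sensitive fusion mutants such as fzo1-1 at 37 °C on non-fermentable ethanol glycerol medium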
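Luminescent cell viability in 1536-well qHTS format served as the measure of rescued growth in ts fusion-mutant S. cerevisiae cultured on non-fermentable YPEG for 48 hours at 37C.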
Active calls of the source: *; ? = inconclusive; . = not tested or not shown; [ ] = dose if it differs, or a comment. Unless noted, calls follow the shape of the dose curve; as a rule, active = well fitted curve in the direction sought with a large enough effect; inconclusive = small, poorly fitted or top-dose-only effect, or another doubt; inactive = no such curve, though single readings can be large; an effect the other way counts as inactive or inconclusive. Some of the compounds tested (hit frequency here may not be typical).

Under each structure – TSHR antagonist | Integrin act MD | Menin MLL FP TR | A-T KAP1 phos | TCR activator | MLL CXXC-DNA inh | S-ASM inh | PTAP TSG101 blk | MBNL1 CUG block | Mito fusion act
CC(=O)Nc1ccc(Nc2ccccc2)cc1
  4 | -13% | . | 4% | 8% | -1% | -2% | -2% | -9% | 3%
Oc1c(Br)cc(/C=N/n2c(-c3ccccc3)n[nH]c2=S)c(Br)c1O
  -15 | . | ? | 3% | . | ? | . | . | 22% | 3%
O=C(OCC(=O)N1N=C(c2ccc(Cl)cc2)CC1c1ccco1)c1cccnc1 (stereo not drawn)
  . | -56%[inhibitor] | . | 12% | . | . | -6% | -1% | . | .
CCOC(=O)c1c(C)nc2ccccn12
  -1 | 20% | 2% | 3% | -16% | 4% | 4% | -7% | 0% | 5%
CCCCOc1ccc(S(=O)(=O)Nc2ccc(NC(C)=O)cc2)cc1
  -21 | -5%[7.66 µM] | 23% | 6% | -3%[46.1 µM] | -2% | -5% | -9% | 1% | 4%
Cc1ccc(C2CC(c3ccc(NS(C)(=O)=O)cc3)=NN2C(=O)c2ccco2)cc1 (stereo not drawn)
  0 | -7% | 7% | 2% | -2%[46.1 µM] | 12% | -2% | 3% | ? | -1%
CCCNC(=O)c1noc2c1CCc1cc(OC)ccc1-2
  -10 | ? | -19% | 3% | 2% | -8% | -1% | -8% | -9% | -8%
O=C(CSc1ccsc1[N+](=O)[O-])N1CCCCC1
  -2 | -13% | 15% | 1% | -6% | 0% | -1% | -3% | ? | 16%
COc1ccc(-c2cc(C(=O)O)c3c(C)nn(-c4ccccn4)c3n2)cc1
  -9 | -20% | -11% | 8% | -1% | 2% | 14% | -2% | 11% | 2%
CCCn1c(C)cc(-c2csc(NC(=O)CCc3nc4ccccc4c(=O)[nH]3)n2)c1C
  -9 | -21% | . | 18% | 1% | . | 1% | 0% | . | 4%
O=C(O)c1ccc(-c2noc(-c3cccc(Cl)c3)n2)cc1
  -13 | . | . | -3% | 0% | . | 1% | -1% | . | .
COc1ccc(-c2nc(CSCC(=O)N3CCN(c4cccc(C)c4)C(C)C3)c(C)o2)cc1OC (stereo not drawn)
  13 | -12% | -21% | 8% | -2%[46.1 µM] | 3% | -10% | -5% | -5% | 9%
Cc1cc(O)c2c(c1O)C(=O)[C@]13C(=C2O)C(=O)[C@@H]2[C@@H](O)[C@H]1[C@@H]1[C@H](O)[C@H]3C(=O)C3=C(O)c4c(O)cc(C)c(O)c4C(=O)[C@]312
  -37 | -48%[inhibitor] | . | 0% | -1% | . | -24% | -18% | . | .
CCN1CCN(c2cc(C)c3cc(NC(=S)N4CCOCC4)ccc3n2)CC1
  -5 | -39% | -14% | -1% | 11% | 10% | 97%[activator] | 0% | -15% | -7%
CCOC(=O)C1=C(COc2ccccc2)NC(=O)NC1c1ccc(Br)cc1 (stereo not drawn)
  -1 | 11% | 6% | -3% | -2% | -7% | -15% | -2% | -7% | 9%

Other structures
Under each structure – TSHR antagonist | Integrin act MD | Menin MLL FP TR | A-T KAP1 phos | TCR activator | MLL CXXC-DNA inh | S-ASM inh | PTAP TSG101 blk | MBNL1 CUG block | Mito fusion act
COc1cccc2c3cccc(OC)c3c3[nH]cnc3c12
  . | -4% | . | . | -3% | . | 0% | -6% | . | .
CCOC(=O)CSc1nsc(SCC(=O)OCC)c1C#N
  -23 | 0% | -5% | 7% | -5%[46.1 µM] | -2% | 2% | -5% | 3% | 2%
O=C1CC(c2ccncc2)c2cc3c(cc2N1)OCO3 (stereo not drawn)
  -4 | -3% | -10% | -16% | -7% | 1% | 3% | -6% | -8% | 1%
CCN(CC)S(=O)(=O)c1ccc(C(=O)N2CCN=C2SC)cc1
  1 | 9% | 8% | 10% | 1%[46.1 µM] | -5% | -4% | -3% | 0% | -4%
CCC(=O)c1ccc(OCC(=O)N(CC)CC2COc3ccccc3O2)cc1 (stereo not drawn)
  -8 | -18% | . | -2% | -2% | . | -1% | 0% | . | 9%
OCCN(CCCn1c(-c2ccncc2)nc2ccccc21)c1nc(CN2CCCCC2)cs1
  0 | 21% | -24% | -1% | -1% | 0% | 7% | 0% | -11% | 3%
Cc1ccccc1CNC(=O)CN(c1ccccc1Cl)S(C)(=O)=O
  13 | -33% | 8% | 2% | -3% | 4% | 3% | -3% | -13% | 9%
CCOc1cc(C#N)c(NC(=O)c2ccnn2C)cc1OCC
  -9 | -4% | 3% | -6% | 0%[46.1 µM] | -3% | 3% | -2% | 9% | 7%
O=C(NC1CCOCC1)C1CCC(=O)N(Cc2ccc(Cl)cc2)C1 (stereo not drawn)
  6 | 28% | . | 4% | -21% | 9% | -3% | 1% | -3% | 0%
O=C(O)[C@H](Cc1ccccc1)NC(=O)N1CCN(c2cccc(C(F)(F)F)c2)CC1
  -12 | -12% | . | -4% | 11% | -2% | 1% | -2% | -2% | 0%
Cc1ccc(C(=O)N2CCN(c3ccc([N+](=O)[O-])c(NCc4cccnc4)c3)CC2)cc1
  -4 | 9% | -1% | 1% | 0%[46.1 µM] | 3% | -11% | 1% | ? | 7%
COc1ccc(CCN2CC(C(=O)N(C)CCc3cn[nH]c3)CCC2=O)cc1 (stereo not drawn)
  -7 | ? | -22% | 6% | -4% | -1% | 1% | -4% | -6% | 2%
CCNC(=S)N(Cc1c(C)noc1C)c1ccccc1
  -8 | 5% | -5% | -5% | 3%[46.1 µM] | -7% | 4% | 0% | -20% | -4%
COc1ccc2sc(N3C(=O)C4CC=C(C)CC4C3=O)nc2c1 (stereo not drawn)
  -12 | 7% | -2% | 7% | 6% | -6% | -4% | -2% | -11% | 3%
O=C(CC1(O)C(=O)N(Cc2cccc3ccccc23)c2ccccc21)c1cccnc1 (stereo not drawn)
  -18 | -15% | ? | 7% | 1% | 5% | -8% | -1% | -4% | 6%

Following part
Under each structure – TSHR antagonist | Integrin act MD | Menin MLL FP TR | A-T KAP1 phos | TCR activator | MLL CXXC-DNA inh | S-ASM inh | PTAP TSG101 blk | MBNL1 CUG block | Mito fusion act
CNC(=S)N/N=C/c1ccc(-c2ccc(Cl)c([N+](=O)[O-])c2)o1
  -1 | -6% | ? | -3% | 3% | 2% | -3% | -1% | 8% | -14%
Cc1cc(C(=O)OCC(=O)NC(=O)NC(C)(C)C)c(C)o1
  -5 | -22% | 2% | 14% | 1% | 5% | -1% | -11% | -11% | -5%
COc1cccc(NC(=O)c2cnc(SCC(=O)NCc3ccc4c(c3)OCO4)n(C)c2=O)c1
  1 | -13% | . | 8% | -1% | . | 28% | 2% | . | -5%
COc1cccc(-n2nnc3c(=O)n(Cc4cccc(C)c4)cnc32)c1
  30 | -2% | -16% | . | -4% | 5% | -5% | -4% | -18% | 22%
CC(=O)N1CCC(N(C(=O)Nc2ccc(C)c(C)c2)C2CCCC2)CC1
  -1 | 0% | -11% | 2% | 0% | 0% | 2% | -5% | -7% | -5%
OCC1(CCOc2ccccc2)CCN(Cc2cc(Cl)ccc2O)CC1
  13 | 18% | 8% | 2% | . | -8% | 1% | 1% | -11% | -15%
O=C(COc1ccccc1Cl)Nc1ccc(C(=O)c2ccc(C(=O)O)cc2)cc1
  -20 | 5% | ? | 2% | 2% | 3% | -2% | 0% | 9% | -2%
Nc1nc(-c2ccccc2Br)cs1
  -1 | 4% | 8% | -5% | 0%[46.1 µM] | 3% | 9% | -3% | 4% | 4%

Only Menin MLL FP TR, for 2 of the compounds above:
| Compound | Menin MLL FP TR |
| --- | --- |
| CNC(=S)N/N=C/c1ccc(-c2ccc(Cl)c([N+](=O)[O-])c2)o1 | ? |
| Cc1cc(C(=O)OCC(=O)NC(=O)NC(C)(C)C)c(C)o1 | 2% |

Of the compounds above, two have a cyano group:
Under each structure – TSHR antagonist | Integrin act MD | Menin MLL FP TR | A-T KAP1 phos | TCR activator | MLL CXXC-DNA inh | S-ASM inh | PTAP TSG101 blk | MBNL1 CUG block | Mito fusion act
CCOC(=O)CSc1nsc(SCC(=O)OCC)c1C#N
  -23 | 0% | -5% | 7% | -5%[46.1 µM] | -2% | 2% | -5% | 3% | 2%
CCOc1cc(C#N)c(NC(=O)c2ccnn2C)cc1OCC
  -9 | -4% | 3% | -6% | 0%[46.1 µM] | -3% | 3% | -2% | 9% | 7%
